TIM10 inh = inhibits growth of TIM10 yeast strain. S. cerevisiae TIM10 strain growth, BacTiter-Glo luminescence, 24 h. inhibition, % at 10 µM. 330,000 compounds, 1.4% hits;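 active = inhibition of 40% or more at the single tested concentration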;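 note: wild-type TIM10 isogenic control strain grown at permissive 25 °C; 0% = DMSO yeast wells and 100% = minimal medium wells without yeast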
hIAP block = blocks human intestinal alkaline phosphatase; P09923; purified IAP, CDP-Star luminescence, 30 min; inhibition, % at 10 µM; 330,000 compounds, 0.12% hits; AID 2544;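 active = inhibition reaching a set limit with compound at 10 µM in the primary screen, cut at about 35% in these data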;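 note: plate controls were DMSO wells with enzyme for no effect and no-enzyme buffer wells for full effect; values of inactives mirror those of a sister screen read the other way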
APOBEC3G inh = blocks human APOBEC3G single-stranded DNA deamination; Q9HC16; recombinant A3G, ssDNA deamination FAM/TAMRA fluorescence; inhibition, % at 20 µM; 330,000 compounds, 0.28% hits; AID 493012;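 active = inhibition of at least 40% at 20 µM, with no more than 30% in the related APOBEC3A deaminase screen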;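 note: plate controls were DMSO wells with A3G for no effect and wells lacking A3G enzyme for full effect; some compounds called inactive have numbers as strong as hits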
Target sequence (Q9HC16 whole entry, looked up): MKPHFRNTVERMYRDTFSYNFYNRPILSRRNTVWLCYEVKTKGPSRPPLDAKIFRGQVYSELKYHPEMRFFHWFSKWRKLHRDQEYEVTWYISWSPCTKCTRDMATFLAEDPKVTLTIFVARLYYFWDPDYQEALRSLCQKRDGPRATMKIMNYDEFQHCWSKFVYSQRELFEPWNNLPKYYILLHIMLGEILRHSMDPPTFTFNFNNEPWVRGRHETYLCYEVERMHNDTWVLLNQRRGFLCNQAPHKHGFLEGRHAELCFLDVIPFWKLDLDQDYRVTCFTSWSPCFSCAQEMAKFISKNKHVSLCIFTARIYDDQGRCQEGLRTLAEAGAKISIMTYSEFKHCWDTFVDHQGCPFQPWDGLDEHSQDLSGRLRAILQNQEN
beta cell repl = induces beta-cell replication in MIN6 cells; MIN6 cells proliferation, ATPlite luminescence, 48 h; cells starved in 0.2% serum; 100% = growth in 10% serum; proliferation, % at 10 µM; 330,000 compounds, 0.29% hits; AID 2380;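 active = compounds whose signal lies at least 3.5 SD above the mean of all wells on their plate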;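 note: 0% = DMSO-treated cells in low-serum medium and 100% = 10% serum control; some compounds called inactive have numbers as strong as hits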
mIAP activ = increases mouse intestinal alkaline phosphatase activity. muIAP, CDP-Star luminescence, 30 min; hits give high values; 1 = vehicle-only enzyme signal, 0 = enzyme-free wells. activation factor at 10 µM. 330,000 compounds, 0.24% hits;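 active = activation factor of at least 2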; note: the source names both 10 and 20 µM as test concentration; values of inactives mirror those of a sister screen read the other way
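Assay system: mouse IAP enzyme; Reagent: CDP-Star chemiluminescent phosphatase substrate; Compound: DMSO-dissolved test compounds; Incubation: 30 min, room temperature; Technique: luminescence from enzymatic CDP-Star hydrolysis; Controls: DMSO-only wells and no-enzyme negative control.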
NALP3 yeast inh = blocks the NALP3 inflammasome reconstituted in yeast; 330,000 compounds, 0.39% hits; inhibition, % at 10 µM; Yeast reconstituted NLRP3/ASC/caspase-1, beta-gal luminescence, 24 h;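 active = inhibition of 50% or more; inactive = inhibition below 50%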;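 note: plate controls were induced DMSO wells for no effect and uninduced yeast grown without galactose for full effect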
tim10-1 inh = inhibits growth of tim10-1 mutant yeast. S. cerevisiae tim10-1 ts strain growth, BacTiter-Glo, 24 h. inhibition, % at 20 µM. 330,000 compounds, 2.2% hits;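 active = inhibition of at least 40%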;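 note: mutant grown at 25 °C; 0% = DMSO wells with yeast and 100% = wells holding no yeast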
mIAP inh = blocks mouse intestinal alkaline phosphatase; purified mouse IAP, CDP-Star luminescence, 30 min; inhibition, % at 10 µM; 330,000 compounds, 0.2% hits;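 active = inhibition of at least 40% at 10 µM in the primary screen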;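 note: plate controls were DMSO with enzyme for no effect and no enzyme wells for full effect; values of inactives mirror those of a sister screen read the other way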
APOBEC3A inh = inhibitors of human APOBEC3A DNA deaminase; P31941; recombinant A3A, FAM/TAMRA ssDNA deamination fluorescence; inhibition, % at 20 µM; 330,000 compounds, 0.41% hits; AID 493011;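 active = at least 40% inhibition at 20 µM here, with at most 30% in a related deaminase screen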;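 note: plate controls were A3A with DMSO for no effect and wells lacking A3A enzyme for full effect; some results filed as inactive read as strong as hits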
Target sequence (P31941 whole entry, looked up): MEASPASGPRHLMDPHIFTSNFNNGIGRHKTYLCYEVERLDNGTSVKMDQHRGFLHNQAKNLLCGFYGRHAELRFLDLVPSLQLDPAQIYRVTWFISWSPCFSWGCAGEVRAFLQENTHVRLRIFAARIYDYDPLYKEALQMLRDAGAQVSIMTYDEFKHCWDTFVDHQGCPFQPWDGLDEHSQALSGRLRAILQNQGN
The depositor's hits bear a star. Hits appear at their usual frequency; about 4.6% have a hit in one of these screens.

SMILES | TIM10 inh | hIAP block | APOBEC3G inh | beta cell repl | mIAP activ | NALP3 yeast inh | tim10-1 inh | mIAP inh | APOBEC3A inh
Cn1ncc2c(Nc3cccc(Cl)c3)nc(Nc3cccc(Cl)c3)nc21 | 18 | 8 | -5 | -5 | 1.1 | 17 | 54* | -10 | -1
CC(CCc1ccccc1)NC(=O)c1cccs1 (stereo not drawn) | -4 | -14 | -4 | -1 | 1.1 | 13 | -4 | -9 | -8
COc1ccc2c(CC(=O)N3CCN(S(=O)(=O)c4cccs4)CC3)coc2c1 | 6 | 9 | -3 | 0 | 0.97 | -1 | 31 | 2 | -5
CC1CCN(CCCNC(=O)CN2C(=O)CSc3ccc(S(=O)(=O)N4CCOCC4)cc32)CC1 | -5 | -7 | -3 | 2 | 0.94 | 6 | 3 | 6 | 0
S=C(NCCCN1CCOCC1)N1CCN(c2ccccc2)CC1 | -9 | -31 | -1 | 1 | 0.74 | -1 | 14 | 26 | -5
CC(C)(C)c1n[nH]c(=S)n(N)c1=O | -6 | -3 | 3 | -3 | 1.2 | 20 | 3 | -18 | 1
O=C(NCc1ccccc1)c1cccc(OCC(=O)N2CCN(C(=O)c3ccco3)CC2)c1 | 10 | 15 | -4 | 2 | 0.88 | 9 | 12 | 12 | -3
Cc1cccc2cc(CN(C(=O)c3cccc([N+](=O)[O-])c3)C(C)C)c(=O)[nH]c12 | -13 | 0 | -3 | -4 | 1.1 | 21 | -5 | -12 | -4
C=CCn1c(CNC(=O)c2ccco2)nnc1SCC(=O)N1c2ccccc2Sc2ccccc21 | 10 | 11 | -5 | -1 | 1 | 14 | 7 | -2 | -1
N#CCOC(=O)/C=C/c1ccc2c(c1)OCO2 | -28 | -3 | -2 | -1 | 0.94 | -3 | 11 | 6 | 0
O=C1CC(/C=C/c2cccnc2)=Nc2ccccc2N1 | 6 | -16 | 0 | -3 | 1 | -2 | 4 | -2 | 1
Cc1cc(C)c(NC(=O)/C=C\C(=O)O)c(Cl)c1 | 9 | 8 | -11 | 1 | 0.95 | 2 | 7 | 5 | -1
C=CCN(c1ccccc1)S(=O)(=O)c1ccc(Cl)c(C(=O)OCC(=O)NCCCN2CCCC2=O)c1 | 6 | -10 | -9 | -3 | 1 | 6 | 25 | -3 | -4
COc1cccc(N2CCN(C(=O)c3cc4cc(Cl)ccc4[nH]3)CC2)c1 | 18 | 9 | -6 | -5 | 0.87 | 10 | 37 | 13 | -1
CCOC(=O)N1CCN(C(=O)CCc2ccc(S(=O)(=O)NCCc3ccccc3)cc2)CC1 | -4 | 0 | 1 | -2 | 1.1 | 4 | 20 | -6 | -1
CCN1CCN(Cc2ccc(NC(=O)c3cc(NC(=O)c4nccnc4N)cc(OC)c3)cc2C(F)(F)F)CC1 | -3 | 3 | 0 | -8 | 0.98 | 10 | 1 | 2 | -1
COc1ccc(CCNC(=O)c2cnc(C)cn2)cc1 | 3 | 24 | 6 | -4 | 0.98 | 9 | 6 | 2 | 13
Cc1ccc(C(=O)N/C(=C/c2ccco2)C(=O)NCCc2c[nH]c3ccccc23)cc1 | 1 | 4 | -8 | -5 | 1 | 4 | 8 | -3 | -3
COc1ccc2c(c1)O[C@H](c1ccc3c(c1)OCO3)[C@@H](OC(=O)Nc1cc(OC)c(OC)c(OC)c1)C2=O | -1 | 7 | -8 | -5 | 1 | 14 | 13 | -4 | -4
COC(CNC(=O)c1ccc(CS(=O)(=O)c2ccc(Br)cc2)o1)OC | -1 | 6 | 0 | 1 | 1.1 | 6 | 5 | -5 | 1
O=c1c2ccccc2[nH]c(=S)n1C1CCCCC1 | -22 | 6 | -7 | -1 | 1 | 7 | -4 | -4 | -6
O=C(/C=C/c1cccc(Br)c1)NCc1ccncc1 | -10 | 1 | -5 | -1 | 0.92 | 4 | 13 | 8 | 1
Cc1cnc(C)c(N(C)NC(=S)Nc2ccccc2)n1 | 10 | -3 | 1 | -1 | 0.94 | 3 | 12 | 6 | 0
COc1ccccc1CNC(=O)c1ccccc1C(=O)NC(CC(C)C)C(=O)NCc1ccccc1OC (stereo not drawn) | 0 | -16 | -10 | 2 | 0.96 | 6 | 8 | 4 | -5
C=CCSc1nc(-c2ccccc2)c2cc(Cl)ccc2n1 | -6 | -27 | -7 | -4 | 0.99 | 15 | 9 | 1 | -8
COc1cc2ccccc2cc1C(=O)NNC(=O)c1ccccc1O | 19 | -49 | -2 | -5 | 0.75 | 7 | 3 | 25 | -2
CCOc1cccc(C(=O)Nc2ccc3[nH]ncc3c2)c1 | 3 | -11 | -6 | -3 | 0.92 | -1 | -1 | 8 | -5
OCCCNc1nc(-c2ccccc2)c2cc(Cl)ccc2n1 | 11 | 17 | 3 | 1 | 0.93 | 6 | -14 | 7 | 1
O=c1cc(CN2CCOCC2)c2cc(Cl)c(O)cc2o1 | -25 | -21 | 4 | -2 | 0.98 | 9 | -36 | 2 | -1
CC(NC(=O)CCN1C(=O)c2ccccc2C1=O)c1ccccc1 (stereo not drawn) | 4 | -6 | 0 | -3 | 1 | 12 | -2 | -2 | 3
O=C(CN1CCN(Cc2ccccc2)C1=O)NCc1cccs1 | -1 | 17 | -1 | -1 | 0.93 | 9 | -14 | 7 | 1
O=C(CSc1nc(=O)n(CCCN2CCOCC2)c2c1CCC2)Nc1cccc(F)c1 | 1 | 13 | -3 | 3 | 1 | -2 | -1 | 0 | 0
CCC(=O)NCCc1nc2ccccc2n1CC | -2 | 16 | -3 | 0 | 1 | 3 | 6 | 0 | -5
COc1cccc(Cn2cnc3c(NS(=O)(=O)c4cccc(Cl)c4Cl)c(C)c(C)cc32)c1 | 25 | 1 | 2 | -6 | 0.99 | -5 | 25 | 1 | 2
Cc1cc(C)cc(N(C(=O)c2csnn2)C(C(=O)NC2CCCCC2)c2cccnc2)c1 (stereo not drawn) | -12 | -8 | -4 | -2 | 1 | 2 | 6 | -2 | 1
CC(=O)c1cn(CC(=O)NCC2CCCO2)c2ccccc12 (stereo not drawn) | -11 | -1 | -8 | -2 | 1.1 | 22 | 2 | -10 | -5
COc1cc(/C=N/NC(=S)N/N=C/c2cc(OC)c(OC)c(OC)c2)cc(OC)c1OC | -7 | -21 | -3 | 0 | 0.87 | 5 | 1 | 13 | -3
CCOc1ccc(N2CC(C(=O)Nc3cccnc3)CC2=O)cc1 (stereo not drawn) | -3 | -7 | -5 | -2 | 1 | -8 | -3 | -4 | 0
CCOc1ccc(C(=O)N2CCN(c3cccc(Cl)c3)CC2)cc1 | 4 | -9 | 0 | -3 | 1.1 | 8 | 14 | -5 | 4
CC(C(=O)Nc1ccccc1-c1ccccc1)N1CCOCC1 (stereo not drawn) | 12 | 18 | -5 | -2 | 1 | -3 | 18 | -1 | 0
NS(=O)(=O)c1ccc(NC(=O)COc2ncnc3sccc23)cc1 | -3 | -1 | -4 | 4 | 0.93 | -15 | -10 | 7 | -3
Cn1c(=O)c2c(nc(NCC(O)CO)n2CCc2ccccc2)n(C)c1=O (stereo not drawn) | -19 | -19 | -5 | -1 | 1.1 | 9 | 1 | -8 | -3
COc1ccc(CCNC(=O)C2(C)CCC(=O)N2CCC(C)C)cc1OC (stereo not drawn) | -4 | 0 | -6 | -4 | 0.99 | 17 | -1 | 1 | -1
NC(=O)c1ccc(NC(=O)CN2CCN(C(=O)c3ccco3)CC2)cc1 | -10 | 21 | -5 | 3 | 0.97 | 4 | 2 | 3 | -4
CCCn1c(N)c(C(=O)CSc2n[nH]c(-c3ccccc3F)n2)c(=O)n(C)c1=O | 7 | 3 | 0 | -2 | 0.94 | 22 | 2 | 6 | -3
CSc1nnc(CSc2cc(C)nc(N(C)C)n2)o1 | 13 | 12 | -2 | -2 | 1 | 9 | 15 | -3 | -2
CCCC(=O)Nc1cccc(NC(=S)NC(=O)C(C)Oc2ccc(Cl)cc2Cl)c1 (stereo not drawn) | 15 | 2 | 0 | -3 | 1.1 | 24 | 24 | -11 | 2
Cc1cccc(NC(=S)NCCN(C2CCCCC2)C2CCCC2)c1 | 12 | -31 | -9 | -5 | 2.1* | 10 | 28 | -113 | -9
COc1ccc(CCNC(=O)CSc2n[nH]c(C)c2[N+](=O)[O-])cc1OC | 0 | 9 | -6 | 0 | 0.98 | -18 | 0 | 2 | -1
CC(=O)N1CCN(C(=O)c2ccc(NS(=O)(=O)c3cc(C)ccc3C)cc2)CC1 | -8 | 8 | -7 | -2 | 0.97 | 26 | -12 | 3 | -1
N#Cc1cccc(-n2nnnc2-c2ccc3c(c2)OCO3)c1 | -9 | 11 | 1 | -2 | 1 | 12 | 7 | -4 | 1
CCOc1ccccc1OCC(=O)Nc1cc(C)on1 | 7 | -14 | -2 | -5 | 1.1 | 16 | 14 | -9 | -2
Cc1cc(NC(=O)CSc2nncn2-c2ccccc2)no1 | 11 | 3 | -8 | 1 | 0.99 | 2 | -8 | 1 | 9
Cc1sc(NC(=O)c2cccc(N3C(=O)CCC3=O)c2)nc1-c1ccccc1 | 21 | -8 | -3 | -3 | 0.97 | 13 | 15 | 3 | 10
O=C1N=C(c2ccccc2)S/C1=C\c1cccs1 | 25 | -3 | 12 | -3 | 0.81 | 8 | 6 | 19 | -3
CCn1c(=NC(=O)c2ccc(S(=O)(=O)N3CCOCC3)cc2)sc2cccc(OC)c21 | 22 | -4 | -2 | -3 | 0.89 | 11 | 30 | 11 | 2
CN(C)C(CNC(=O)c1cc(Br)ccc1Cl)c1ccco1 (stereo not drawn) | -13 | 11 | -14 | 1 | 1.1 | -11 | 0 | -7 | -1
O=C(COC(=O)/C=C/c1ccccc1)NC(=O)NC1CCCCC1 | 7 | -10 | -2 | -2 | 0.94 | 13 | 19 | 6 | -4
c1ccc(-c2noc(CN3CCN(c4cnccn4)CC3)n2)cc1 | -13 | -4 | -4 | 0 | 1.1 | 11 | 5 | -6 | -1
CC(=O)Oc1ccc(CC(C(=O)O)N2C(=O)c3ccccc3C2=O)cc1 (stereo not drawn) | 6 | -6 | -1 | 4 | 1 | 0 | -4 | -3 | 1

Whole records, looked up by structure:
CCn1c(=NC(=O)c2ccc(S(=O)(=O)N3CCOCC3)cc2)sc2cccc(OC)c21 as listed: TIM10 inh: 22; hIAP block: -4; APOBEC3G inh: -2; beta cell repl: -3; mIAP activ: 0.89; NALP3 yeast inh: 11; tim10-1 inh: 30; mIAP inh: 11; APOBEC3A inh: 2
COc1ccc(CCNC(=O)C2(C)CCC(=O)N2CCC(C)C)cc1OC (stereo not drawn) as listed: TIM10 inh: -4; hIAP block: 0; APOBEC3G inh: -6; beta cell repl: -4; mIAP activ: 0.99; NALP3 yeast inh: 17; tim10-1 inh: -1; mIAP inh: 1; APOBEC3A inh: -1

(list continues)
SMILES | TIM10 inh | hIAP block | APOBEC3G inh | beta cell repl | mIAP activ | NALP3 yeast inh | tim10-1 inh | mIAP inh | APOBEC3A inh
COC(=O)c1ccc(CSc2nncn2N)cc1 | 6 | -3 | -3 | 0 | 0.96 | -4 | -10 | 4 | -3
COc1ccc2c(CC(=O)NCc3cccs3)coc2c1 | 0 | 0 | -14 | -3 | 1 | 17 | 25 | -2 | -7
O=C(CNC(=O)c1ccc(Br)cc1)N/N=C/c1ccc[nH]1 | 1 | -1 | -4 | 0 | 0.72 | 15 | 0 | 28 | -1
COc1ccc(C(=O)NCCc2cn3ccccc3n2)cc1 | -19 | 5 | 3 | -3 | 0.96 | -11 | -2 | 4 | 1
c1coc(CSSCc2ccco2)c1 | -2 | -2 | -7 | -5 | 0.29 | 15 | -14 | 71* | 3
